Diaphorase act: compounds boosting diaphorase resazurin reduction – biochemical, uHTS, resorufin fluorescence, counter-screen for diaphorase-coupled primary assays, primary screen; Diaphorase/resazurin coupled assay, 16 min; active compounds read high; 1 = vehicle wells, 0 = NADH-free wells; activation factor at 20 µM; hit rate 0.005% among 190,000;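 active means diaphorase activity raised at least twofold by the compound at 20 µM; inactive means activation factor below 2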
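Assay system: bacterial diaphorase enzyme (C. kluyveri) / Input: enzyme 0.07 U/mL final / Medium: 50 mM HEPES pH 7.4 with 4.542 mM MgCl2, 0.005% Tween 20 / Doses: single compound dose of 20 µM, 1% DMSO final / Incubation: 16 min enzyme reaction, ambient temperature / Signal: fluorescence, excitation 544 nm and emission 590 nm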
Diaph inh CS: diaphorase inhibitors and chemical oxidizers, primary screen, counter-screen for diaphorase-coupled primary assays, biochemical, uHTS, resorufin fluorescence | diaphorase resazurin-to-resorufin fluorescence, NADH, 16 min; bacterial (C. kluyveri) enzyme, not human | inhibition, % at 20 µM | hit rate 0.69% among 190,000;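 active means primary screen inhibition at 20 µM above a set limit, cut at about 50% in these data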;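 further: plate controls were DMSO with full reaction for no effect and wells lacking NADH for full effect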
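material = Clostridium kluyveri diaphorase enzyme | amount = 0.14 U/mL diaphorase, enzyme working solution | schedule = incubation 16 min, room temperature | detection = fluorescence of resorufin formed from resazurin, Ex 544/Em 590 nm | benchmarks = positive control minus NADH, DMSO neutral control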
TLR4 MyD88 comp: inhibitors of TLR4-MyD88 association in cells, primary screen, cell-based, HeLa CL3-4, BLA complementation, FRET ratio; inhibition, % at 8.4 µM; AID 861, 2007; Toll-like receptor 4 (Homo sapiens) + Myeloid differentiation primary response protein …; HeLa CL3-4 TLR4/MyD88 BLA complementation; hit rate 0.18% among 200,000; in the data active means inhibition above about 25%;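 further: 0% = vehicle and 100% = reference inhibitor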
Target sequence (O00206 whole entry, looked up): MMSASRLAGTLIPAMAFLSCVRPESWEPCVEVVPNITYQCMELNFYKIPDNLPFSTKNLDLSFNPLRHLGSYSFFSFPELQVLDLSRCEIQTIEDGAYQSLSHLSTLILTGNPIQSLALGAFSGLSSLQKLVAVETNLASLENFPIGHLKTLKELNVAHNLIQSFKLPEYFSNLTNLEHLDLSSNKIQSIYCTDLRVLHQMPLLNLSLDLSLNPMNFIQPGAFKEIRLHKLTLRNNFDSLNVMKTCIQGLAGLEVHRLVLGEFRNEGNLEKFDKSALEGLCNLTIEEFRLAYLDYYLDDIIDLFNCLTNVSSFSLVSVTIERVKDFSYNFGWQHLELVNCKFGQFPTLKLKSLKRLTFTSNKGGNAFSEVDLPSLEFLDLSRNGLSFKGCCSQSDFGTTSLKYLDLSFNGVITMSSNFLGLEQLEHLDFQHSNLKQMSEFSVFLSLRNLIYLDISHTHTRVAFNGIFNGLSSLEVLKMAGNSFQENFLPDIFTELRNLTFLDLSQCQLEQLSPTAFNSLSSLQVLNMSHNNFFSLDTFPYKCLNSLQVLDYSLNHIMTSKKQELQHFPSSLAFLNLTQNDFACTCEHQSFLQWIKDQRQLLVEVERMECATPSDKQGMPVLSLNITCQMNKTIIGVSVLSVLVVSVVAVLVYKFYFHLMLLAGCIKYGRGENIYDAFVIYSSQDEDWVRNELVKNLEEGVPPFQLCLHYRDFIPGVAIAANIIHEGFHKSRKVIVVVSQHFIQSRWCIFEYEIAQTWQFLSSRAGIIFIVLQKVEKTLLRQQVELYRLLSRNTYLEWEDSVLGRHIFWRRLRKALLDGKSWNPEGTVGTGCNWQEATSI
Target sequence (Q99836 whole entry, looked up): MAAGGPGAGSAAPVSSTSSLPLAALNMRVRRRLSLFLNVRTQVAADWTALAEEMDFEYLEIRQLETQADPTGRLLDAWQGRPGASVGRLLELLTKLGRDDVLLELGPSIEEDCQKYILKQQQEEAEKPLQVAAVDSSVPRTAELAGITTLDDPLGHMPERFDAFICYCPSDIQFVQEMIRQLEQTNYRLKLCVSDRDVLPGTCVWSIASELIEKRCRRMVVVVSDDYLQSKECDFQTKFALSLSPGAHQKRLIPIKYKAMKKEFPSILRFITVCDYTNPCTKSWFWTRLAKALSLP
STAT1 activator: STAT1 signaling activators, primary screen, cell-based, HTS, luciferase reporter | NIH 3T3 STAT1-luciferase reporter, IFN-gamma, luminescence; 100% = IFN-gamma alone, no compound | activation (% of control), % at 5.5 µM | hit rate 2.6% among 200,000 | AID 932, 2007;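 active means activation above the screen-wide mean activation plus 3 SD, cut at about 130% in these data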;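 further: raw ratio to IFN-gamma control signal so 100% means no change and 0% no light; values of inactives mirror those of a sister screen read the other way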
APP 5'UTR act: activators of APP 5'UTR luciferase reporter, primary screen, SH-SY5Y cells | SH-SY5Y APP 5'UTR luciferase reporter, luminescence; zero percent = DMSO vehicle wells | activation, % at 2 µM | hit rate 1% among 190,000;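 active means activation above a set limit, based on mean plus 3 SD of controls, cut at about 140% in these data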; further: values of inactives mirror those of a sister screen read the other way
APP transl inh: inhibitors of APP translation via 5'UTR reporter, primary screen, APP 5'UTR luciferase, SH-SY5Y cells; SH-SY5Y APP 5'UTR-luciferase reporter, luminescence; inhibition, % at 2 µM; hit rate 0.82% among 190,000; AID 1285, 2008;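 active means inhibition above a set limit, derived from the sample mean plus 3 SD, cut at about 45% in these data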; further: values of inactives mirror those of a sister screen read the other way
NF-kB neuron act: activators of NF-kB expression in neurons, primary screen, cell-based, HTS | human neuronal cells, NF-kB reporter expression; active compounds read high | fold change at 12.5 µM | hit rate 1.6% among 190,000; in the data active means fold change above about 3.3
FLuc act counter: FLuc activators, initial screening, artefact control for FLuc-dependent activation tests, biochemical, ATPlite luminescence; Luciferin 4-monooxygenase (Photinus pyralis), P08659; ATPlite luciferase biochemical, 10 min; 0 = ATP-free wells, 1 = DMSO control; activation factor at 10 µM; 200,000 tested, under 10 active;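 active means luciferase activation factor, scaled between plate controls, of at least 2 with compound at 10 µM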
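Assay system – cell-free luciferase reagent · Medium – PBS-based ATP solution · Dosing – test compounds dosed from 2 mM stocks in 100% DMSO · Timing – 10 min, room temperature · Technique – light output (luminescence) · Measure – luminescence gain marking luciferase activators · Controls – No-ATP low control, compound-free enzyme-plus-ATP high control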
G6PDH counter: L. mesenteroides G6PDH inhibitors, counter-screen for G6PDH-coupled screening assays, biochemical, Leuconostoc mesenteroides enzyme; glucose-6-phosphate dehydrogenase [Leuconostoc mesenteroides]; Purified L. mesenteroides G6PDH, diaphorase/resazurin coupled fluorescence, 45 min; inhibition, % at 5 µM; hit rate 0.12% among 200,000; AID 1020, 2008; in the data active means inhibition above about 50%
FLuc inh counter: firefly luciferase enzyme inhibitors, primary screen, artefact control for luciferase-based inhibitor screens, biochemical, luminescence, ATPLite; Luciferin 4-monooxygenase (Photinus pyralis), P08659; 10 min; inhibition, % at 10 µM; hit rate 1.5% among 200,000; AID 1006, 2008;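 active means inhibition above about 50% when tested at 10 µM, limit read from the data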
Numbers without * were called inactive; . = not tested or not shown.

SMILES	Diaphorase act	Diaph inh CS	TLR4 MyD88 comp	STAT1 activator	APP 5'UTR act	APP transl inh	NF-kB neuron act	FLuc act counter	G6PDH counter	FLuc inh counter
O=c1c2ccccc2ncn1CCCSc1ccc(Cl)cc1	0.7	30	7	101	-2	2	0.99	1	-1	-3
O=C(CNS(=O)(=O)c1ccc(C(=O)N2CCCCC2)cc1)N1CCCCC1	1	-2	-4	92	2	-2	0.99	1	8	-1
COC(=O)c1sc(N)c(C(=O)OC)c1CSc1nnc(-c2ccccc2Cl)n1C	0.8	21	5	93	-4	4	1.1	1.1	2	-6
O=C(c1ccco1)N(CC1CCCO1)c1nc(-c2ccccc2)cs1 (centres undefined)	0.6	39	-23	104	11	-11	0.95	1.1	3	-6
CCc1ccccc1OCc1nc2ccc(S(=O)(=O)N3CCOCC3)cc2[nH]1	0.8	20	6	89	-14	14	1	1.1	4	-8
COc1cc(/C=N/NC(=O)c2cccnc2)ccc1OS(=O)(=O)c1ccc(C)cc1	1	4	-4	108	25	-25	1.2	1	10	-4
CCOC(=O)COc1ccc(C(=O)NC2CCCCC2)cc1	1	3	0	97	27	-27	1.2	0.9	28	6
Cc1ccc(S(=O)(=O)NCC(=O)NCC(=O)OCc2c(F)cccc2Cl)cc1	1	-5	12	98	0	0	1	1	4	-3
COC(=O)Cn1c(C(F)(F)F)nc2ccccc21	1.1	-6	0	105	-11	11	0.97	1	5	0
COc1ccc2c(c1)c1nc3ccccc3nc1n2CC(=O)OC(C)C	0.9	8	13	101	19	-19	1.1	1.1	5	-6

Overlap with the part before: 4 entries, then new ones.
SMILES	Diaphorase act	Diaph inh CS	TLR4 MyD88 comp	STAT1 activator	APP 5'UTR act	APP transl inh	NF-kB neuron act	FLuc act counter	G6PDH counter	FLuc inh counter
CCOC(=O)COc1ccc(C(=O)NC2CCCCC2)cc1	1	3	0	97	27	-27	1.2	0.9	28	6
Cc1ccc(S(=O)(=O)NCC(=O)NCC(=O)OCc2c(F)cccc2Cl)cc1	1	-5	12	98	0	0	1	1	4	-3
COC(=O)Cn1c(C(F)(F)F)nc2ccccc21	1.1	-6	0	105	-11	11	0.97	1	5	0
COc1ccc2c(c1)c1nc3ccccc3nc1n2CC(=O)OC(C)C	0.9	8	13	101	19	-19	1.1	1.1	5	-6
Cc1cccc(C(C#N)c2ccc(Cl)nn2)c1 (centres undefined)	0.9	6	6	100	-7	6	1.3	1	8	-2
CCCCC(O)(C(NC=O)C(=O)OC)C(F)(F)F (centres undefined)	1.1	-6	7	101	-6	6	1.2	1	-9	1
CC(C)Cc1nnc(NC(=O)Cc2cccs2)s1	0.9	10	-6	92	25	-25	1.2	1	2	-4
CN(C)/C=C/c1oc2ccc(O)cc2c1[N+](=O)[O-]	0.7	34	3	123	17	-17	2	0.8	7	21
CCn1c(CNc2cccc(Cl)c2)nnc1SCc1ccccc1	0.7	27	1	103	13	-13	1.1	1.1	-2	-8
CCOC(=O)Cn1nc(C(F)F)c(Br)c1C	1	2	8	109	8	-8	0.87	1.1	1	-5
CN(CCC1CCCCO1)Cc1cn(C)nc1-c1ccc2c(c1)OCCO2 (centres undefined)	0.9	12	5	101	6	-6	1.2	1.1	1	-5
CCC(C)C(NC(=O)OC(C)(C)C)C(=O)NC(C(=O)N1CCCC1C(N)=O)C(C)CC (centres undefined)	1	-1	-2	98	4	-4	1.2	1	6	-2
COc1ccc(N2CCN(C(=O)NC34CC5CC(CC(C5)C3)C4)CC2)cc1	1	4	3	101	.	.	0.78	1.1	8	-8
Cc1cnc(NC(=O)Nc2ccc(Cl)cc2)s1	0.9	10	-9	296*	-28	28	26*	0.6	0	45
COc1cccc(C(=O)C2CCCN(CC3=Cc4cc(OC)ccc4OC3)C2)c1 (centres undefined)	0.9	10	-2	94	-20	20	1.1	1.1	9	-10
O=C(NCc1ccccc1)C1CCCN(S(=O)(=O)c2cccc3nonc23)C1 (centres undefined)	0.9	10	5	98	8	-8	1	1.1	-6	-6
COc1ccccc1-c1ccc(=O)n(CC(=O)NCc2cccs2)n1	0.9	15	9	120	32	-32	1.6	1	-1	-5
CCOC(=O)C(Nc1ccc2ccccc2c1)C(=O)OCC	0.6	44	4	94	17	-17	0.81	1	44	0
O=C(Nc1ccc(S(=O)(=O)NCC2CCCO2)cc1)c1ccccc1 (centres undefined)	0.9	7	15	89	10	-10	0.9	1	13	-3
CC(=O)Nc1ccc(S(=O)(=O)NC2(C(F)(F)F)NC(=O)N(CC(C)C)C2=O)cc1 (centres undefined)	1.1	-14	-2	98	0	0	1.2	1.1	7	-9
COc1cccc(CNC(=O)CN2C(=O)CC(c3ccccc3)=Nc3ccccc32)c1	0.8	17	-9	103	-16	16	0.94	1	-7	-2
CC(C)CNC(=O)NC(=O)CSc1nc2ccccc2n1CC(C)C	0.8	15	2	102	-24	24	1	1	0	-3
COC(=O)[C@H](Cc1ccccc1)NC(=O)NCc1ccc(S(N)(=O)=O)cc1	0.9	11	0	119	3	-3	0.88	1.1	-1	-10
COc1ccc2nc(/N=C(\N)NC(=O)C(C)(C)C)nc(C)c2c1	1	3	-6	129*	16	-16	0.7	1	4	-1
N#CC(c1cccc(Cl)c1)c1ccc2c(C(F)(F)F)cc(C(F)(F)F)nc2n1 (centres undefined)	0.8	17	-5	47	-9	8	0.95	1	6	3
CC(=O)Nc1ccc(S(=O)(=O)Nc2ccccn2)cc1	1	1	2	97	7	-7	0.98	1	8	-1
COc1ccc(S(=O)(=O)N[C@@H](Cc2ccc(Cl)cc2)C(=O)N2CC[C@@]3(O)CCCC[C@H]3C2)cc1	1	4	1	101	3	-3	0.66	1	5	-1
Cc1ccc(CNC(=O)Cc2cccs2)cc1	1	0	7	114	17	-17	1.5	0.9	-2	10
Cc1ccc(CNS(=O)(=O)c2cccc3nsnc23)cc1	0.9	9	3	99	37	-37	1.2	1.1	1	-8
Cc1ccccc1-n1c(C)nnc1SCC(=O)N1CC(=O)Nc2ccccc21	0.9	9	5	104	13	-13	1.2	1.1	1	-10
CC1=NN(c2ccc(C)cc2C)C(=O)C1C(c1ccccc1)C1C(=O)N(c2ccc(C)cc2C)N=C1C (centres undefined)	0.8	20	-8	105	11	-11	1.1	1.1	10	-13
COc1ccc(/C=C/C(=O)NC(=S)NNC(=O)c2cccnc2)cc1OC	0.2	82*	4	103	3	-3	1.1	1	-2	1
Cc1cc(NC(=O)c2cc(C)on2)no1	0.9	11	0	91	12	-12	1.1	1	10	0
O=C1Nc2cc(Cl)c(Cl)cc2N(O)N1c1ccccc1	0.9	12	1	102	.	.	0.93	1	-3	-2
C=CCNCCOc1ccc(C(C)(C)c2ccccc2)cc1	0.9	8	1	102	-19	19	0.91	1	10	-4
Clc1ccc(CON/C=N/c2ncnc3sccc23)c(Cl)c1	0.8	21	-7	90	11	-11	0.61	1	-3	-5
CCCC(C(=O)NC1CCCCC1)N(CC1CCCO1)C(=O)CNS(=O)(=O)c1ccc(F)cc1 (centres undefined)	0.8	21	3	98	3	-3	0.97	1.1	15	-9
CCCOn1nnnc1-c1ccccc1	0.9	7	8	99	18	-18	0.36	1	3	-4
CCCN1CCN(CCCNC(=O)C2CCN(c3nnc(-n4cccc4)s3)CC2)CC1	1.1	-9	-5	97	16	-16	0.95	1.1	-4	-5
CSc1ccc(Cl)c(C(=O)Nc2ccc(OCC(N)=O)cc2)c1	0.9	8	-2	100	21	-21	1.2	1.1	-5	-7
COc1ccc(CSc2nnc(N)s2)cc1F	0.9	6	6	106	15	-15	1.5	1	7	4
C/C(N)=C(/C#N)C(=O)COc1ncnc2ccc(Br)cc12	0.9	6	5	105	8	-8	1.2	1.1	2	-5
CCN=C1SC(C(=O)Nc2cccc(OCC)c2)CC(=O)N1CC (centres undefined)	0.9	6	-6	94	16	-16	0.73	1.1	13	-8
CCOC(=O)c1sc(N(Cc2ccccc2)C(=O)COC(=O)c2ccc(O)cc2)nc1C	0.7	30	1	49	-25	25	1.1	1	7	-4
Oc1ccc(/C=N/N2CCOCC2)c(O)c1O	0.3	69*	-6	98	6	-6	1	0.8	52*	15
COc1ccc(C2=NCCc3cc(OC)c(OC)cc32)cc1	1	5	5	97	4	-4	0.99	1.1	8	-7
CCNc1ccc(Br)cc(C(=O)/C=C/c2ccc(Cl)cc2)c1=O	0.5	47	-12	101	-8	8	1.5	1	20	-2
CCOC(=O)N1CCN(C(=O)CCNS(=O)(=O)c2ccc3c(c2)c(=O)n(C)c(=O)n3C)CC1	0.9	8	-7	105	3	-3	0.85	1.1	5	-7
CCn1c(SCC(=O)Nc2cccc(NC(C)=O)c2)nnc1C(C)C	1	5	10	100	-1	1	1.1	1	-1	0
CCOC(=O)CSc1nc(C)c(C(C)=O)cc1C(N)=O	1	2	1	100	-19	19	1.1	1	-2	0
CCCCOc1ccc(/C=N/NC(=O)c2csc(C)c2C)cc1	0.8	16	4	106	11	-11	1.4	1	3	-5
CC1Cc2ccccc2N1C(=O)CN1CCc2ccccc2C1 (centres undefined)	0.9	14	-3	94	15	-15	0.69	1	-3	-3
Cc1cc(-c2ccccc2)n[nH]1	0.9	10	-1	107	15	-15	1.1	1	10	2
Cc1cc(C)n(-c2nc3sc4c(c3c(=O)[nH]2)CCCC4)n1	1	-2	3	101	-10	10	0.93	0.8	3	17
CCOC(=O)C1=C(C)N(C)C(=S)N(C)C1c1ccc(OC)cc1 (centres undefined)	0.9	5	-12	105	0	0	0.94	1	3	-2
CCc1nnc(NC(=O)c2ccc(COc3ccc(C)cc3)o2)s1	1	3	-13	116	2	-2	1.1	1	-23	-1

Part of the list above in a different format.
Cc1ccc(CNC(=O)Cc2cccs2)cc1
  Diaphorase act: 1	Diaph inh CS: 0	TLR4 MyD88 comp: 7	STAT1 activator: 114	APP 5'UTR act: 17	APP transl inh: -17	NF-kB neuron act: 1.5	FLuc act counter: 0.9	G6PDH counter: -2	FLuc inh counter: 10

CC(C)Cc1nnc(NC(=O)Cc2cccs2)s1
  Diaphorase act: 0.9	Diaph inh CS: 10	TLR4 MyD88 comp: -6	STAT1 activator: 92	APP 5'UTR act: 25	APP transl inh: -25	NF-kB neuron act: 1.2	FLuc act counter: 1	G6PDH counter: 2	FLuc inh counter: -4

Compound activity (PubChem)
